Bcl-XL Bim block: disrupts Bim peptide binding to human Bcl-XL | bead flow cytometry, fluorescence | 190,000 tested, 0.04% active | inhibition, % at 10 µM | AID 1007
Target sequence (Q07817 whole entry, looked up): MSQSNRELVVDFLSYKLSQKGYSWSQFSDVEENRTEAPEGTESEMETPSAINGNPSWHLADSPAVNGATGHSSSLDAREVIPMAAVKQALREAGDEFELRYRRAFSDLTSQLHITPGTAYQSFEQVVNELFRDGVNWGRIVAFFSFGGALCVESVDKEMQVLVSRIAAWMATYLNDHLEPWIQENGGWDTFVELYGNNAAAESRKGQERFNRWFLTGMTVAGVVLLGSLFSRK
RGS8-Gao reg: regulators of human RGS8-Galphao interaction. multiplexed bead flow cytometry, RGS8-Galphao binding; actives lie on both sides. response (percent of control binding), % at 10 µM. 220,000 tested, 0.34% active. P09471. AID 1423; in the data active means response below about 60% or above about 140%; inactive means in between;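 further: Galphao activated as the GDP aluminium fluoride complex binding bead-coupled RGS8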
Mcl-1 Bim block: human Bim-Mcl-1 interaction inhibition. inhibition, % at 10 µM. AID 1009. Q07820. 190,000 tested, 0.1% active. Bead-based flow cytometry, Bim peptide-Mcl-1 binding;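 further: 0% = no compound tracer wells and 100% = peptide blocker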
Target sequence (Q07820 whole entry, looked up): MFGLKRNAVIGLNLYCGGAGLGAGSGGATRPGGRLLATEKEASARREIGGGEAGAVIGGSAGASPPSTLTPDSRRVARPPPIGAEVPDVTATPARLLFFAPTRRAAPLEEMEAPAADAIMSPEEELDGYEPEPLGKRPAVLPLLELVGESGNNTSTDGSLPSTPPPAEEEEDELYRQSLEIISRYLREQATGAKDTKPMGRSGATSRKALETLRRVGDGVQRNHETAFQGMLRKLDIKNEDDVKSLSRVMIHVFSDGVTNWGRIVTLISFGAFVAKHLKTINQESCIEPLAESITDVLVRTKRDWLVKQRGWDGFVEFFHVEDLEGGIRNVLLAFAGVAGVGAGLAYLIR
Bim-Bcl-W: inhibitors of Bim-Bcl-W interaction, human; inhibition, % at 10 µM; bead-based flow cytometry, Bim peptide-Bcl-W binding; Q92843; 190,000 tested, 0.02% active; AID 952;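 further: 0% = bound tracer without compound and 100% = peptide blocker; higher means less fluorescent Bim peptide bound to Bcl-W beads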
Target sequence (Q92843 whole entry, looked up): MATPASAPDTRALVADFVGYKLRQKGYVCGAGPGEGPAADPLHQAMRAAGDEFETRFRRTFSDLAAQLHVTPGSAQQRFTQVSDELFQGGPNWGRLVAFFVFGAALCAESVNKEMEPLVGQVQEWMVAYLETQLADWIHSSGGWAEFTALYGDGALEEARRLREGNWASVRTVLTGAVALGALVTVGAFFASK
Bcl-2 Bim block: inhibitors of Bim-Bcl-2 interaction, human; P10415; Bead-based flow cytometry, Bim peptide-Bcl-2 binding; inhibition, % at 10 µM; 190,000 tested, 0.06% active; AID 950; in the data active means inhibition above about 40%; inconclusive means no clear call, values can overlap the other calls;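 further: 0% = no compound wells with probe peptide and 100% = reference peptide inhibitor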
Bfl-1 Bim block: inhibitors of Bim-Bfl-1 interaction, human; Q16548; Bead-based flow cytometry, Bim-Bfl-1 binding inhibition; inhibition, % at 10 µM; 190,000 tested, 0.12% active;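 further: 0% = wells without compound plus tracer and 100% = blocker peptide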
Bim-Bcl-B: inhibitors of Bim-Bcl-B interaction, human | Q9HD36 | bead-based flow cytometry, Bim peptide-Bcl-B binding | inhibition, % at 10 µM | 190,000 tested, 0.073% active | AID 951;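 further: 0% = tracer peptide without compound and 100% = reference inhibitor peptide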
Target sequence (Q9HD36 whole entry, looked up): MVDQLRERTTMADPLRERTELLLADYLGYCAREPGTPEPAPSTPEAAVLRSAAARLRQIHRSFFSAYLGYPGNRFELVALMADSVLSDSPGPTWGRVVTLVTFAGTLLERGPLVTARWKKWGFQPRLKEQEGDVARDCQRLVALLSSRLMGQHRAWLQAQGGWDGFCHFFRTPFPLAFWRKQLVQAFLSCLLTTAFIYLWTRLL
Mcl1 Noxa PPI: Mcl-1/Noxa interaction inhibition; Q07820; TR-FRET Mcl-1/Noxa peptide binding, 2 h; inhibition, % at 21.7 µM; 220,000 tested, 1.5% active;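 active means compounds that cut the protein-peptide binding signal by more than 50% relative to plate controls in a single-dose test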;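 further: His-tagged Mcl-1 with rhodamine Noxa BH3 peptide and terbium anti-His antibody; 0% = Mcl-1 plus Noxa peptide wells and 100% = peptide-only wells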
RGS7-Gao: modulates binding of RGS7 to human Galphao. P09471. Multiplexed bead flow cytometry; actives lie on both sides. binding response (% of control), % at 10 µM. 220,000 tested, 0.35% active. AID 1439; in the data active means binding response below about 49% or above about 150%; inconclusive means no clear call, values can overlap the other calls; inactive means in between;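 further: fluorescent Galphao held in activated GDP-AlF4 state binding bead-coupled RGS7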
Mcl1-Bid inh: Mcl-1/Bid interaction inhibition | Q07820 | TR-FRET Mcl-1/Bid-Dy647 peptide binding, 1536-well | inhibition, % at 21.7 µM | 220,000 tested, 0.97% active | AID 1021;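 active means compounds that cut the binding signal by more than half at the single screening dose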;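 further: His-tagged Mcl-1 with europium anti-His antibody binding Bid BH3 peptide; 0% = Mcl-1 plus peptide wells and 100% = peptide-only wells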
RGS4-Gao reg: human RGS4-Galphao interaction regulation; P09471; Multiplexed bead flow cytometry, RGS4-Galphao binding; actives lie on both sides; binding response (% of control), % at 10 µM; 220,000 tested, 0.33% active; AID 1415; in the data active means binding response below about 49% or above about 150%; inactive means in between;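 further: fluorescent Galphao activated with aluminum fluoride binding bead-coupled RGS4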
The depositor's hits bear a star; ? = inconclusive; . = no result given. Unless noted, no stated cut-off is given here; in the data, active means inhibition above about 40%.

Bcl-XL Bim block,RGS8-Gao reg,Mcl-1 Bim block,Bim-Bcl-W,Bcl-2 Bim block,Bfl-1 Bim block,Bim-Bcl-B,Mcl1 Noxa PPI,RGS7-Gao,Mcl1-Bid inh,RGS4-Gao reg,SMILES
-1,99,0,-1,-1,-4,0,26,101,-31,106,COc1ccc(N(C(=O)c2ccc(Br)o2)C2C=CS(=O)(=O)C2)c(OC)c1 (centres undefined)
-13,102,-6,-6,-6,-10,-12,14,99,23,106,Cc1nn(-c2ccccc2)c(Cl)c1/C=C1\SC(=S)NC1=O
11,70,8,9,12,15,10,10,83,-4,74,O=C(Nc1cccc(F)c1)C1CCN(C(=O)c2ccc(Cl)cc2)CC1
.,98,.,.,.,.,.,-17,?,-63,91,COc1ccc(C/C(C)=N\NC(=O)c2cn(C)c3ccccc23)cc1OC
-2,99,0,2,-3,-14,-8,0,101,2,102,Cc1ccc(C(=O)Nc2cccc(Oc3ccccc3)c2)o1
-5,106,-1,0,-10,-11,-7,5,101,-13,102,COC(=O)Nc1ccc(S(=O)(=O)N2CCN(c3ccc(F)cc3)CC2)cc1
-6,101,-3,-1,-10,-11,-9,13,97,-10,101,CCc1ccccc1N=C1SCC(=O)N1C
-11,103,-5,-5,-10,-6,-9,-13,101,-3,103,Cc1ccc(-n2nc3c(c2NC(=O)CCC2CCCCC2)CS(=O)C3)cc1 (centres undefined)
-1,99,0,1,-1,-3,-1,-2,96,-15,101,Cc1c(NC(=O)c2ccc(S(=O)(=O)N(C)c3ccccc3)cc2)c(=O)n(-c2ccccc2)n1C
-6,102,-2,-3,-10,-11,-6,10,96,-23,101,CCC1CCCCN1C(=O)Nc1cccc(NC(=O)N2CCCCC2CC)c1 (centres undefined)
-2,106,0,-2,0,-1,-3,-5,107,-19,108,Clc1ccc2nc(SCc3nnc(-c4ccccc4)o3)[nH]c2c1
-8,102,-5,0,-9,-13,-16,11,97,-3,94,CCN(CC)CCNc1nc(-c2ccccc2)nnc1C(F)(F)F
-6,101,-1,-4,-4,-2,-11,-1,100,-65,104,CN(C)C1(CNC(=S)Nc2ccccc2C(F)(F)F)CCCCC1
-1,99,0,-1,-1,-4,0,1,96,-21,100,C=CCn1c(=O)n(C(=O)OCC)c2cc(Br)ccc21
0,100,0,0,0,-1,-3,-5,100,-48,102,CCOc1cc(C2C(C(=O)N3CCCCC3)=C(C)NC3=C2C(=O)CC(C)(C)C3)ccc1O (centres undefined)
-3,100,-4,0,0,-8,0,5,99,-32,98,COc1ccc2[nH]c3ccc(OC)cc3c2c1
-2,100,1,0,-5,-6,-1,2,102,-3,101,N#Cc1ccc(CSc2nnc3ccccn23)cc1
-2,96,0,-3,-1,-6,-4,-22,94,-3,94,COc1ccc(F)cc1C(=O)C1CCCN(C(=O)c2ocnc2C)C1 (centres undefined)
5,101,-3,7,1,7,3,4,105,-6,100,CCOc1nc(C)cc(C)c1S(=O)(=O)c1cccc(C)c1
-1,103,0,0,-6,-5,-6,11,102,3,102,Cc1ccc2nc(-c3ccccc3)c(-c3ccccc3)nc2c1
-2,101,2,3,-3,-8,-4,8,99,-16,102,CCOC(=O)N1CCC(NC(=O)c2cc(C(=O)NC3CCCC3)ccc2CO)CC1
-2,100,0,-2,1,5,2,14,?,0,103,O=C(CN1C(=O)C2C3C=CC(C3)C2C1=O)Nc1nncs1 (centres undefined)
-4,97,-2,-1,0,-1,-4,5,99,-40,95,O=C(CCSCCc1ccccn1)Nc1ccc(Cl)cn1
-2,100,-1,-2,-1,-2,-3,-10,106,-40,106,COc1ccc(CNC(=O)Nc2cc(C)ccc2C)cc1
.,99,.,.,.,.,.,25,?,-12,100,COc1ccc(C(=O)N(C)C2CCN(C)CC2)cc1S(=O)(=O)Nc1cc(Cl)ccc1Cl
0,105,0,-1,0,3,0,13,101,8,99,CC(c1ccccc1)C(CC(=O)O)C(=O)NC1CCCCC1 (centres undefined)
1,101,0,2,2,1,0,7,100,-48,101,COCCCn1ccc(O)c(Cc2ccc(F)cc2)c1=O
.,101,.,.,.,.,.,2,?,-74,100,CCOC(=O)CCCc1ccc(/C(C)=N/NC(=S)NC)cc1
2,98,17,2,13,6,2,-12,104,-12,99,COc1ccc(S(=O)(=O)CCC(=O)N(C)c2ccc(OC)cc2OC)cc1
-3,102,-2,-1,-1,-7,-1,11,99,-15,97,COC(=O)CSC1=C(C#N)C(c2ccccc2)CC(=O)N1 (centres undefined)
-12,99,5,3,-6,-8,-4,-7,100,-39,97,COc1ccc(C(=O)/C=C/Nc2ccccn2)cc1
0,99,-2,-2,-1,-3,-3,22,104,27,99,CC(=O)c1c(C)[nH]c(C(=O)CSc2nnc(-c3ccccc3)n2Cc2ccc3c(c2)OCO3)c1C
-14,98,-8,-6,-8,-11,-10,.,96,8,98,Clc1ccc(Cn2ncc3c(N4CCCCC4)ncnc32)cc1
0,110,-1,0,1,0,4,-7,112,-11,117,O=C(CCn1nc(-c2ccc(Cl)cc2)ccc1=O)NCCCN1CCCCCC1
-1,101,1,-2,-3,-5,-3,18,106,-23,102,N#C/C(=C\c1ccc(O)c(Br)c1)C(=O)NCc1ccccc1
.,96,.,.,.,.,.,-3,?,-66,96,CC(=O)c1cccc(NC2c3ccccc3C(=O)N2Cc2ccco2)c1 (centres undefined)
-5,101,-3,0,-8,-13,-8,10,105,-4,102,Cc1ccc(NC(=O)c2ccc(S(=O)(=O)NCC3CCCO3)cc2)cc1 (centres undefined)
-6,99,-7,-4,0,0,-3,38,97,-20,96,O=C(CCN1C(=O)S/C(=C\c2cccs2)C1=O)NC1=NCCS1
-2,94,0,6,-1,-5,-2,10,85,-20,91,O=S(=O)(Nc1nccs1)c1ccc(Cl)cc1
13,87,10,17,13,15,12,-6,94,-28,99,Cc1ccc(NC(=O)CSc2nn(-c3ccc(Cl)cc3)c(=S)s2)cc1S(=O)(=O)N(C)C
-1,99,-2,-3,-2,1,-1,-8,98,6,98,Cc1cc(SCC(=O)Nc2cccnc2Cl)nc2ccccc12
-2,103,0,0,-4,0,-3,26,102,-17,103,Cc1cccc(NS(=O)(=O)c2ccc3nc(-c4ccccc4)[nH]c3c2)c1C
-3,101,-2,-3,0,-3,-1,1,97,-2,102,COc1cc(OC)cc(C(=O)N2c3ccc(F)cc3CCC2C)c1 (centres undefined)
-8,100,-2,-3,-20,-9,-13,-2,100,-16,101,CCOc1ccc(C(=O)NCc2ccccc2OC)cc1
-2,102,-2,-3,-3,-3,-7,10,96,-12,102,O=C(CSc1nnc(-c2ccccc2)n1-c1ccc(Cl)cc1)NC1CCS(=O)(=O)C1 (centres undefined)
-11,101,-4,-3,-15,-16,-8,10,97,-41,100,CCc1nnc(NC(=O)CSc2nnc(CNc3ccc(F)cc3)n2C2CCCCC2)s1
-1,101,1,0,4,0,2,5,?,-7,101,CCOC(=O)C1CCN(C(=O)COc2ccc([N+](=O)[O-])cc2)CC1
-10,99,-5,-7,-9,-13,-16,3,104,-16,101,COc1cc2c(cc1NC(=O)C(C)Sc1cccc[n+]1[O-])oc1ccccc12 (centres undefined)
-1,99,0,0,-2,-3,-3,-6,102,-7,103,O=C(NCc1ccco1)C(=O)c1cn(CC(=O)N2CCCC2)c2ccccc12
-3,105,-2,0,-1,-8,-4,-26,104,-10,103,Cc1nc(N2CCN(S(=O)(=O)c3ccc(F)cc3)CC2)c2c(-c3cccs3)csc2n1
.,103,.,.,.,.,.,14,?,-41,110,Nc1cc(=O)[nH]c(SCC(=O)Nc2ccc([N+](=O)[O-])cc2)n1
-6,106,-4,-2,-2,-7,-10,5,107,-9,107,CCCn1ncc(CN2CCN(Cc3ccsc3)C(CCO)C2)c1C (centres undefined)
-1,103,-1,-1,-4,-8,-3,-6,103,-29,103,CCC(C)n1c(OC)nc2c1c(=O)n(C)c(=O)n2C (centres undefined)
.,99,.,.,.,.,.,-5,?,-7,101,COC(=O)C/C(N)=C(\C#N)C(=O)OC
-2,98,-3,0,-3,-3,-2,10,94,-41,94,O=C(C1CCC(Cn2c(=S)[nH]c3ccccc3c2=O)CC1)N1CCOCC1 (centres undefined)
4,106,4,2,-2,-6,-5,6,101,-39,95,O=c1cc(-c2ccc(O)cc2)oc2ccc(O)cc12
0,101,-1,0,0,0,-1,-1,98,3,97,COc1ccc(C2C(C(=O)NCc3cccnc3)c3cc(OC)c(OC)cc3C(=O)N2C)cc1 (centres undefined)
-3,98,0,-2,-1,-2,0,21,91,8,96,O=[N+]([O-])c1cc(Br)cc(/C=N/n2cnnc2)c1O
-10,102,-5,-2,-12,-19,-11,18,100,-25,101,Cc1ccc(Cn2c(CN3CC(C)OC(C)C3)nc3c2c(=O)[nH]c(=O)n3C)cc1 (centres undefined)
0,107,2,3,-1,-1,0,3,107,-13,103,CC(=O)Nc1ccc(Oc2ccc([N+](=O)[O-])cc2Cl)cc1

Entries shown so far containing a thiophene ring, fused or not (3):
Bcl-XL Bim block,RGS8-Gao reg,Mcl-1 Bim block,Bim-Bcl-W,Bcl-2 Bim block,Bfl-1 Bim block,Bim-Bcl-B,Mcl1 Noxa PPI,RGS7-Gao,Mcl1-Bid inh,RGS4-Gao reg,SMILES
-6,99,-7,-4,0,0,-3,38,97,-20,96,O=C(CCN1C(=O)S/C(=C\c2cccs2)C1=O)NC1=NCCS1
-3,105,-2,0,-1,-8,-4,-26,104,-10,103,Cc1nc(N2CCN(S(=O)(=O)c3ccc(F)cc3)CC2)c2c(-c3cccs3)csc2n1
-6,106,-4,-2,-2,-7,-10,5,107,-9,107,CCCn1ncc(CN2CCN(Cc3ccsc3)C(CCO)C2)c1C (centres undefined)

New compounds follow:
Bcl-XL Bim block,RGS8-Gao reg,Mcl-1 Bim block,Bim-Bcl-W,Bcl-2 Bim block,Bfl-1 Bim block,Bim-Bcl-B,Mcl1 Noxa PPI,RGS7-Gao,Mcl1-Bid inh,RGS4-Gao reg,SMILES
-3,97,-1,0,-3,-7,0,-5,84,1,84,O=C(Nc1ccncc1)c1c(F)cccc1F
-7,107,-4,-4,-4,-8,-7,-2,102,-21,102,c1ccc(C2CCCN(Cc3nc(CC4CC4)no3)CC2)cc1 (centres undefined)
-2,100,-3,-3,2,-1,-1,3,97,-16,100,CCC1(C(=O)OC)NC(c2ccco2)C2C(=O)N(c3ccc(C)cc3)C(=O)C21 (centres undefined)
-8,101,-5,-2,-10,-19,-9,6,96,-35,97,N#Cc1ccc(C(=O)NCC(c2ccco2)N2CCCC2)cc1 (centres undefined)
-2,100,-1,-1,-9,-13,-7,-9,101,-33,98,COCCCNc1nc2c(c(=O)[nH]c(=O)n2C)n1CC(O)COc1ccccc1C (centres undefined)
0,103,-4,0,-1,2,-9,-22,106,-57,101,Cc1ccc(C(=O)CSc2nc(-c3ccccc3)ccc2C#N)cc1
9,100,-1,0,-9,-11,-10,8,103,0,98,Cc1cc(C(=O)Nc2ccccc2)c(C)o1
-3,101,3,-1,-3,-13,-2,-3,104,-21,98,COc1cccc(CNC(=O)C2CCCN(S(=O)(=O)c3c(C)[nH]c(=O)[nH]c3=O)C2)c1 (centres undefined)
-4,103,-3,2,-7,-12,-8,12,100,-13,102,CC(=O)Nc1nonc1-c1nc2ccccc2n1Cc1ccccn1
-8,98,0,-3,-3,-4,-4,10,100,-25,101,O=C(O)Cc1c(C(=O)O)nnn1-c1cccc(C(F)(F)F)c1
-1,102,0,1,-7,-9,-6,-14,108,-20,103,COc1ccccc1N1CCN(S(=O)(=O)c2ccc(Br)s2)CC1

Assay outcomes from PubChem.
